From PubChem BioAssay
GLS inhibitor – inhibitors of human glutaminase (GLS) | O94925 | GLS enzymatic activity, qHTS titration | Potency, µM (series often up to 45.5 µM), for inactives: at the top dose activity change, negative = inhibition, hits mostly inhibitors | hit rate 0.21% among 410,000; also: % is scaled to controls: 0 for no effect and ±100 for the full control effect
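Two-point fluorescence kinetic (t0, 30 min RT) for hKGA; glutamate detected via glutamate oxidase–HRP–Amplex Red. Substrate: 1 mM L-glutamine solution; buffer 45 mM KH2PO4, pH 8.2.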
BLM helicase inh – blocks DNA unwinding by human BLM helicase; P54132; recombinant BLM DNA unwinding, fluorescence dequenching; Potency, µM (series often up to 56.1 µM), for the others: top-dose activity change, negative = inhibition, actives largely listed as inhibitors; hit rate 0.2% among 350,000; AID 2528;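 also: plate controls were vehicle for no effect and no enzyme for full effect; nearly all actives have a fitted effect of over 35% in size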
Pin1 inh – human Pin1 inhibition; hit rate 0.009% among 390,000; Pin1 FP peptide displacement, HiFluor488, 10 min; Potency, µM (top dose mostly 115 µM), inactives show at the top dose activity, negative = inhibition, most hits filed as inhibitors; active = well fitted inhibition curve with a large enough effect in the polarisation, with a control signal flat, not every such curve was filed as active; inconclusive = small, poorly fitted or top-dose-only effect, or effect the other way, or a change in a side signal; inactive = no such curve, though single readings can be large or run the other way; the % refers to the polarisation; also: % is scaled to controls: 0 for no effect and ±100 for the full control effect
G9a block – inhibitors of human histone lysine methyltransferase G9a; hit rate 8.8% among 350,000; Q96KQ7; Potency, µM (series often up to 102 µM), without a hit: at the top dose activity, negative = inhibition, usual class: inhibitors; G9a H3K9 monomethylation, AlphaScreen, 2 h; AID 504332; also: % is scaled to controls: 0 for no effect and ±100 for the full control effect; nearly all actives have a fitted effect of over 75% in size
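G9a (20 nM) was preincubated 15 min with compound, then reacted 2 h at room temperature with 500 nM biotin-H3K9 peptide and 20 µM SAM. Monomethyl-H3K9 detected by AlphaScreen using anti-H3K9me1 antibody.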
JMJD2A Tudor – inhibitors of human JMJD2A Tudor domain; AlphaScreen JMJD2A-Tudor / H3K4me3 peptide binding; Potency, µM (doses to about 114 µM), for inactives: at the top dose activity change, negative = inhibition, usual class: inhibitors; hit rate 4.4% among 390,000; also: % is scaled to controls: 0 for no effect and ±100 for the full control effect; nearly all actives have a fitted effect of over 50% in size
Target sequence (O75164 whole entry, looked up, the tested form may be a part): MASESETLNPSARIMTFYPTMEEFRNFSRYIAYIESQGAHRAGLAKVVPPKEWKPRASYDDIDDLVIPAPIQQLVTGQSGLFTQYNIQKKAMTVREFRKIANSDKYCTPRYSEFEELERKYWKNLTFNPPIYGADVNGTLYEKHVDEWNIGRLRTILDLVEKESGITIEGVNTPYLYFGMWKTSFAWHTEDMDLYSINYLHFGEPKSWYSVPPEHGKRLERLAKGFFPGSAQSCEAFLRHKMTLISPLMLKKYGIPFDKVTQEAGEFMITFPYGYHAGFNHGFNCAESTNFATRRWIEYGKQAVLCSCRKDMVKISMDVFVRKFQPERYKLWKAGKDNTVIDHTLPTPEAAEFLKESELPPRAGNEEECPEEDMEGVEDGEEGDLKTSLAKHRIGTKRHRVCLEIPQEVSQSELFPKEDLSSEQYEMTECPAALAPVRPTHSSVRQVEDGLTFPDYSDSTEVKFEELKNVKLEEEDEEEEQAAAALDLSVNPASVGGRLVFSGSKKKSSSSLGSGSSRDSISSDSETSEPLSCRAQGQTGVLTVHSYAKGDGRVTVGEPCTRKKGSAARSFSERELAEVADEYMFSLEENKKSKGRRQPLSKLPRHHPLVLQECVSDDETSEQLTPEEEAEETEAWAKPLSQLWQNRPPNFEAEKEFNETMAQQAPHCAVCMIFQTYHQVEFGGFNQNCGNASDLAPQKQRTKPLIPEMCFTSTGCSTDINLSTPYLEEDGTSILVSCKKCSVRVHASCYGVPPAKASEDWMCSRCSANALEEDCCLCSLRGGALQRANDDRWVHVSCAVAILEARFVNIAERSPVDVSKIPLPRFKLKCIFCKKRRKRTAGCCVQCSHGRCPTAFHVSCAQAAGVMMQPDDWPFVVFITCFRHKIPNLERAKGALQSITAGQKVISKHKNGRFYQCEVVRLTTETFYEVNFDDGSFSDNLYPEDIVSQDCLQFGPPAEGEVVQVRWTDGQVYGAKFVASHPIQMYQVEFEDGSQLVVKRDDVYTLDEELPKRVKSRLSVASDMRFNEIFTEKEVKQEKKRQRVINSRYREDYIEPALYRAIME
POLI inh – blocks human DNA polymerase iota activity. hit rate 1% among 390,000. AID 588590. Pol iota fluorescent replication assay, 10 min. Potency, µM (highest dose often 115 µM), inactives show at the top dose activity, negative = inhibition, most hits filed as inhibitors
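Fluorescent replication assay read twice, at 0 min and 10 min after adding 50 nM (final) substrate. Enzyme (10 nM) and compounds were first incubated 15 min at room temperature; enzyme-free buffer wells were negative controls.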
BAZ2B block – inhibitors of human BAZ2B bromodomain; Q9UIF8; AlphaScreen BAZ2B-H3K14Ac peptide displacement; Potency, µM (titrated, usually from 114 µM), for inactives: at the top dose activity change, negative = inhibition, most hits filed as inhibitors; hit rate 4.4% among 360,000; also: % is scaled to controls: 0 for no effect and ±100 for the full control effect; nearly all actives have a fitted effect of over 60% in size
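Multi-concentration screen (max 110 uM) measuring displacement of acetylated histone H3 peptide from BAZ2B by AlphaScreen, using 50 nM protein, 50 nM peptide and 10 ug/mL streptavidin donor plus Ni-chelate acceptor beads.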
HP1b binding inh – blocks HP1-beta chromodomain binding to methylated histone tails | P83916 | AlphaScreen HP1-beta / biotin-H3K9me3 peptide binding | Potency, µM (top dose mostly 114 µM), for the others: top-dose activity change, negative = inhibition, most hits filed as inhibitors | hit rate 0.56% among 390,000 | AID 540317; also: nearly all actives have a fitted effect of over 70% in size; inactives centre near 23
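HP1-beta protein (50 nM final) preincubated 30 min at room temperature with biotinylated H3(1-18)K9me3 peptide (50 nM) in PBS pH 7.4, 0.01% Tween-20, then compound added for 30 min. AlphaScreen streptavidin donor/nickel chelate acceptor beads (10 ug/mL final), 30 min dark, luminescence read.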
PGK inhibitor – blocks T. brucei phosphoglycerate kinase; P07378; Potency, µM (highest dose often 57.5 µM), without a hit: top-dose activity change, negative = inhibition, actives largely listed as inhibitors; hit rate 0.043% among 380,000; PGK/GAPDH coupled, Kinase-Glo luminescence, 60 min; AID 602233; also: % is scaled to controls: 0 for no effect and ±100 for the full control effect; nearly all actives have a fitted effect of over 60% in size
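Luminescent ATP detection (Kinase-Glo Plus) follows a 60-minute room-temperature incubation, with wells lacking PGK as controls. Buffer: 100 mM TEA (pH 7.6), 5 mM MgCl2, 0.01% Tween-20. Coupling enzyme GAPDH (100 nM final) supplies unstable 1,3-BPG in-well.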
Active calls of the source: *; & = joins results of further samples; ! = not active in a repeat; [ ] = another dose, or the depositor's remark. Unless noted, calls follow the shape of the dose curve; as a rule, active = well fitted curve in the direction sought with a large enough effect; inconclusive = small, poorly fitted or top-dose-only effect, or another doubt; inactive = no such curve, though single readings can be large; an effect the other way counts as inactive or inconclusive. Potency is read from the fitted curve at half-maximal effect.

`Cc1ccc(C2CC(c3ccc(Br)cc3)=NN2C(=O)CSC2=NN3CCCC(=O)N=C3S2)cc1` (stereo unspecified) gave GLS inhibitor -12.6%, BLM helicase inh -3.2%, Pin1 inh 10.4%, G9a block -5.8%, JMJD2A Tudor -13.2%, POLI inh -9.9%, BAZ2B block -23.1%, HP1b binding inh 18.7% and PGK inhibitor -1.6%.
Screening O=C(NCCCl)NNC(=O)c1cc2ccccc2cc1O returned GLS inhibitor inconclusive, BLM helicase inh 0.0%, Pin1 inh 0.6%, G9a block 6.4%, JMJD2A Tudor -13.0%, POLI inh -14.0%, BAZ2B block inconclusive, HP1b binding inh 71.9%[activator] and PGK inhibitor -7.9%.
Screening O=C(CCn1ccnc1)Nc1nc2ccccc2[nH]1 returned GLS inhibitor -0.6%, BLM helicase inh -1.6%, Pin1 inh -0.5%, G9a block -1.7%, JMJD2A Tudor -1.4%, POLI inh 136.5%[activator], BAZ2B block inconclusive, HP1b binding inh 42.9%[activator] and PGK inhibitor 1.1%.
Screening CCOC(=O)c1cc(C#N)c(SC)nc1-c1ccccc1 returned GLS inhibitor 8.2%, BLM helicase inh -8.3%, Pin1 inh 4.2%, G9a block 16.5%[2.33 µM], JMJD2A Tudor 75.8%[activator], POLI inh 11.6%, BAZ2B block 106.5%[activator], HP1b binding inh 179.8%[activator] and PGK inhibitor 3.7%.
Screening Cn1ncc(Cl)c1C(=O)Nc1sc2c(c1C(N)=O)CCC2 returned GLS inhibitor 15.4%, BLM helicase inh 0.2%, Pin1 inh inconclusive, G9a block 8.4%[59 µM], JMJD2A Tudor 23.6%[57.1 µM], POLI inh -4.7%, BAZ2B block 3.8%, HP1b binding inh 57.7%[activator] and PGK inhibitor -6.5%.
Screening NC(=O)NNc1ncc(C(F)(F)F)cc1Cl returned GLS inhibitor -14.5%, BLM helicase inh -2.4%, Pin1 inh 5.5%, G9a block inconclusive, JMJD2A Tudor -10.9%, POLI inh 61.6%[activator], BAZ2B block 2.8%, HP1b binding inh 10.2% and PGK inhibitor -1.0%.
`Cc1sc2nc(Cc3ccccc3)[nH]c(=O)c2c1-c1ccccc1` gave GLS inhibitor 4.5%, BLM helicase inh -0.6%, Pin1 inh -2.6%, G9a block 9.3%[59 µM], JMJD2A Tudor -11.5%, POLI inh 167.1%[activator], BAZ2B block -0.8%, HP1b binding inh 30.8% and PGK inhibitor -7.7%.
Screening Cc1nc(-c2cccc(NC(=O)Nc3ccccc3C(F)(F)F)c2)no1 returned GLS inhibitor -3.4%, BLM helicase inh -0.1%, Pin1 inh 11.9%, G9a block 0.9%[59 µM], JMJD2A Tudor 3.9%, POLI inh -24.6%, BAZ2B block 5.3%, HP1b binding inh 37.6%[57 µM] and PGK inhibitor -9.0%.
CCc1cccc(NC(=O)C2CCCN(S(=O)(=O)c3cccs3)C2)c1 (stereo unspecified) was read as GLS inhibitor -22.8%&2.9%, BLM helicase inh -5.1%&-10.7%, Pin1 inh 8.6%&-8.6%, G9a block 27.9%, JMJD2A Tudor -18.2%&-13.3%, POLI inh 79.4µM*!, BAZ2B block -11.1%&3.1%, HP1b binding inh -15.3%&7.6% and PGK inhibitor -5.7%.
Screening Cc1ccc(C)c2sc(N3CCN(C(=O)c4ccc([N+](=O)[O-])o4)CC3)nc12 returned GLS inhibitor 7.6%, Pin1 inh -1.6%, G9a block inconclusive, JMJD2A Tudor -29.7%, POLI inh -0.2%, BAZ2B block -32.1%, HP1b binding inh inconclusive and PGK inhibitor -4.0%.
O=C(COC(=O)c1cccc(O)c1)NC(=O)Cc1ccccc1 was read as GLS inhibitor 3.6%, BLM helicase inh -2.9%, Pin1 inh -0.3%, G9a block inconclusive, JMJD2A Tudor -17.2%, POLI inh 77.6%[activator], BAZ2B block -12.3%, HP1b binding inh 23.7% and PGK inhibitor 5.9%.
Screening CC(C)NS(=O)(=O)c1ccc(NC(=O)C2CCCCC2)cc1 returned GLS inhibitor 13.4%, BLM helicase inh -3.9%, Pin1 inh 8.1%, G9a block 22.4%[59 µM], JMJD2A Tudor 0.7%, POLI inh 8.7%, BAZ2B block -3.6%, HP1b binding inh 7.3% and PGK inhibitor 6.9%.
`COc1ccc(C(C)N2CC34C=CC(O3)C(C(=O)O)C4C2=O)cc1` (stereo unspecified) gave GLS inhibitor 5.2%, BLM helicase inh -6.9%, Pin1 inh 1.2%, G9a block 9.4%[59 µM], JMJD2A Tudor 5.0%, POLI inh 25.8%, BAZ2B block -2.4%, HP1b binding inh 6.6% and PGK inhibitor -6.0%.
`CCCNC(=O)c1ccc2c(c1)nc(C)n2-c1cccc(Cl)c1` gave GLS inhibitor -7.8%, BLM helicase inh -2.8%, Pin1 inh 2.0%, G9a block 12.5%, JMJD2A Tudor -20.7%, POLI inh 16.4%, BAZ2B block -12.8%, HP1b binding inh 45.7%[activator] and PGK inhibitor -8.6%.
Cc1ccc(C)n1-c1nnc(N2CCC(C(=O)NCCCN3CCN(C)CC3)CC2)s1 was read as GLS inhibitor 5.0%, BLM helicase inh 1.0%, Pin1 inh 4.7%, JMJD2A Tudor -35.2%, POLI inh 1.8%, BAZ2B block -7.7%, HP1b binding inh 19.7% and PGK inhibitor -11.3%.
For Cc1cc(-c2ccccc2)nc(N(C)NC(=O)C2CC2)c1S(C)(=O)=O the results were GLS inhibitor 7.7%, BLM helicase inh -10.0%, Pin1 inh -4.0%, G9a block 11.5%, JMJD2A Tudor -10.5%, POLI inh 57.8%[activator], BAZ2B block 4.0%, HP1b binding inh 44.6%[activator] and PGK inhibitor inactive.
Brc1ccccc1-c1nnc(CSc2nncn2-c2ccccc2)o1 was read as GLS inhibitor 10.3%, BLM helicase inh -5.2%, Pin1 inh 1.8%, G9a block -23.9%, JMJD2A Tudor inconclusive, POLI inh 4.3%, BAZ2B block 9.0%, HP1b binding inh -10.8% and PGK inhibitor -1.1%.
NS(=O)(=O)c1ccc(NS(=O)(=O)c2ccc(NC(=S)Nc3ccccc3)cc2)cc1 was read as GLS inhibitor 1.2%, BLM helicase inh 3.0%, Pin1 inh -9.2%, G9a block inconclusive, JMJD2A Tudor -15.2%, POLI inh 66.3%[activator], BAZ2B block 0.3%, HP1b binding inh -11.9% and PGK inhibitor -13.6%.
For Cc1ccc(NC(=O)C2(c3cccs3)CCOCC2)cc1Cl the results were GLS inhibitor -11.9%, BLM helicase inh -2.8%, Pin1 inh -2.0%, G9a block -2.8%[59 µM], JMJD2A Tudor 6.5%, POLI inh 2.2%, BAZ2B block 15.0%, HP1b binding inh 55.4%[activator] and PGK inhibitor inactive.
Screening COc1ccc(NC(=O)CN(C)C(=O)CSc2ccc3c(c2)OCCO3)cc1 returned GLS inhibitor -0.8%, BLM helicase inh -4.3%, Pin1 inh -0.5%, G9a block 12.6%, JMJD2A Tudor -3.5%, POLI inh 26.8%, BAZ2B block -13.1%, HP1b binding inh 21.1% and PGK inhibitor -14.2%.
CC1CN(C(=O)c2cc3ccccc3cc2O)CC(C)O1 (stereo unspecified) was read as GLS inhibitor 16.5%, Pin1 inh 7.6%, G9a block inconclusive, JMJD2A Tudor 0.7%, POLI inh 46.0%[activator], BAZ2B block -5.9%, HP1b binding inh 24.3% and PGK inhibitor 3.7%.
Screening COc1cccc(OCC(O)CN2CCC(CN3C(=O)c4cccc5cccc(c45)C3=O)CC2)c1 (stereo unspecified) returned GLS inhibitor 0.0%, BLM helicase inh 100.8%[activator], Pin1 inh -4.9%, G9a block inconclusive, JMJD2A Tudor inconclusive, POLI inh -18.7%, BAZ2B block inconclusive, HP1b binding inh -7.2% and PGK inhibitor -8.3%.
O=C(O)CSc1nnc(-c2cccc(S(=O)(=O)N3CCCCC3)c2)o1 was read as GLS inhibitor 3.2%, BLM helicase inh 0.7%, Pin1 inh 5.5%, G9a block inconclusive, JMJD2A Tudor -14.5%, POLI inh 69.1%[activator], HP1b binding inh inconclusive and PGK inhibitor 9.2%.
For COc1ccc(S(=O)(=O)N(Cc2ccc(OC)c(OC)c2)Cc2ccco2)cc1 the results were GLS inhibitor 3.3%, BLM helicase inh -5.5%, Pin1 inh 12.2%, G9a block 50.1µM*, JMJD2A Tudor -11.6%, POLI inh -4.2%, BAZ2B block inconclusive, HP1b binding inh 8.7% and PGK inhibitor 14.0%.
For COc1cc(NC(=O)N[C@@H](CCSC)C(=O)O)cc(OC)c1 the results were GLS inhibitor -3.4%, BLM helicase inh 0.5%, Pin1 inh 5.5%, G9a block 10.0%, JMJD2A Tudor -12.7%, POLI inh 6.0%, BAZ2B block 11.2%, HP1b binding inh 6.8% and PGK inhibitor 1.9%.
O=C(NCCCN1CCOCC1)c1cccnc1 was read as GLS inhibitor 7.2%, BLM helicase inh 4.4%, Pin1 inh 2.2%, G9a block -5.2%, JMJD2A Tudor -10.6%, POLI inh 5.4%, BAZ2B block 4.6%, HP1b binding inh 28.3% and PGK inhibitor -5.0%.
`CC1(C)CC(=O)C2=C(C1)N(Cc1ccccc1)C(=O)C2(O)C(F)(F)F` (stereo unspecified) gave GLS inhibitor -4.6%, BLM helicase inh -5.2%, Pin1 inh -8.1%, G9a block 22.0%[0.0925 µM], JMJD2A Tudor 16.1%, POLI inh inconclusive, BAZ2B block -0.1%, HP1b binding inh 28.9% and PGK inhibitor -0.1%.
For NC(=O)COC(=O)c1cc(-c2cccs2)nn1-c1ccccc1 the results were GLS inhibitor -6.7%, BLM helicase inh -3.2%, Pin1 inh -0.6%, G9a block -3.4%, JMJD2A Tudor 13.0%, POLI inh 25.2%, BAZ2B block -16.8%, HP1b binding inh 49.9%[activator] and PGK inhibitor -7.8%.
Screening CCOC(=O)N1CCN(c2nc(C)c3c(n2)CCCC3=O)CC1 returned GLS inhibitor 0.4%, BLM helicase inh 0.0%, Pin1 inh 6.0%, G9a block -45.8%[12.7 µM], JMJD2A Tudor 48.4%[activator], POLI inh 15.6%, BAZ2B block -11.5%, HP1b binding inh 37.1%[activator] and PGK inhibitor 1.5%.

These rows are one share of the data, so the mix of outcomes need not match the whole.
